DDE Tn7 FP inh: inhibitors of Tn7 peptide binding to fibrin DD(E), primary screen, biochemical, fluorescence polarization, human fibrin, Tn7 probe. Fibrinogen beta chain (Homo sapiens), P02675. FP displacement of FITC-Tn7 peptide from fibrin DD(E); 0% = median of compound wells per plate. inhibition, % at 8.3 µM. 0.13% of 370,000 active;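 active means inhibition above the mean of compounds falling within the control limits plus 3 SD of them, cut at about 14% in these data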;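 further: 0% = plate median of compound wells and 100% = 10 µM Aha-Tn7 peptide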
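System: human fibrin DD(E); quantity: Fibrin-DD(E) at 2 µM final; also added: fluorescent Tn7 probe at 0.1 µM; compound dosing: single nominal test concentration of 8.3 µM per compound; schedule: 10 min preincubation, 3 h with tracer, room temperature; detection: fluorescence polarization of the labelled Tn7 tracer; repeats: one replicate per compound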
PLCg1 inh: PLC-gamma1 enzyme inhibitors, primary screen, biochemical, fluorescence, purified enzyme. 1-phosphatidylinositol 4,5-bisphosphate phosphodiesterase gamma-1 (Homo sapiens), P19174. fluorogenic substrate. inhibition, % at 12.2 µM. 0.84% of 370,000 active. AID 720700, 2013; in the data active means inhibition above about 9.5%
HGIII-sPLA2 inh: human group III sPLA2 inhibitors, primary screen, biochemical, QFRET, BODIPY PC-A2 liposome substrate; AID 743126, 2013; 0.56% of 370,000 active; inhibition, % at 12.2 µM; QFRET BODIPY PC-A2 liposome hydrolysis, fluorescence; Group 3 secretory phospholipase A2 (Homo sapiens), Q9NZ20;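 active means inhibition above mean plus 3 SD of compounds lying within the high and low control bounds, cut at about 19% in these data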;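 further: 0% = median of test compound wells and 100% = no enzyme DMSO wells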
ASAP1 GAP inh: inhibitors of human ASAP1 ArfGAP activity, primary screen, biochemical, fluorescence polarization; Arf-GAP with SH3 domain, ANK repeat and PH domain-containing protein 1 (Homo sapiens), …; ASAP1-stimulated ARF1 GTP hydrolysis, GDP FP detection; 0.19% of 360,000 active; AID 624377, 2012; inhibition, % at 16.5 µM; in the data active means inhibition above about 25%;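 further: 0% = vehicle with enzyme and substrate and 100% = no enzyme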
DDE Tn6 FP inh: inhibitors of Tn6 peptide binding to fibrin DD(E), primary screen, biochemical, fluorescence polarization, human fibrin, Tn6 probe; Fibrinogen beta chain (Homo sapiens), P02675; Fibrin DD(E) TRITC-Tn6 fluorescence polarization displacement; inhibition, % at 8.3 µM; 0.21% of 370,000 active; AID 720509, 2013;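 active means inhibition above a per-campaign cutoff: mean of compounds within control limits plus 3 SD, cut at about 15% in these data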;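 further: 0% = median of all compound wells on the plate and 100% = blocking peptide control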
ARFGAP1 inh: inhibitors of rat ARFGAP1 GAP activity, primary screen, biochemical, fluorescence polarization, GDP tracer | Arfgap1-stimulated ARF1 GTP hydrolysis, GDP FP detection | 0.26% of 360,000 active | inhibition, % at 16.5 µM | ADP-ribosylation factor GTPase-activating protein 1 (Rattus norvegicus), Q62848;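 active means inhibition above a per-plate limit, mean inhibition of low control wells plus 3 SD, cut at about 25% in these data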;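 further: 0% = DMSO wells with enzyme and 100% = wells lacking Arfgap1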
Target sequence (Q62848 1-136 limits assumed): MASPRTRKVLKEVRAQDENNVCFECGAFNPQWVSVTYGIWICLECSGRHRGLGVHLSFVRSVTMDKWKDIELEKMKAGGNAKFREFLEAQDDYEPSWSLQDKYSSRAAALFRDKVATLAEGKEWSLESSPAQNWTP
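System: truncated rat Arfgap1 GAP domain / Benchmarks: high control wells lacking Arfgap1, low control full reaction with DMSO / Times: compound-enzyme preincubation 20 min, reaction 120 min, detection 60 min, 25 °C / Repeats: one replicate per compound / Also added: human ARF1(Δ1-17)-GTP substrate / Measured by: Tracer-displacement fluorescence polarization with EDTA stop, 620/688 nm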
NR1D1 modulator: modulators of Rev-erb alpha DNA binding, primary screen, biochemical, FITC-DNA, fluorescence polarization, uHTS; Nuclear receptor subfamily 1 group D member 1 (Homo sapiens), P20393; 0.79% of 370,000 active; activity, % at 10 µM; Rev-erbα–FITC-DNA binding, 90 min;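 active means activity above about 14%, limit read from the data; passing the limit was not always enough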;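 further: 0% = DMSO wells with 35 nM protein and 100% = DMSO wells with 750 nM protein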
Target sequence (P20393 whole entry, looked up): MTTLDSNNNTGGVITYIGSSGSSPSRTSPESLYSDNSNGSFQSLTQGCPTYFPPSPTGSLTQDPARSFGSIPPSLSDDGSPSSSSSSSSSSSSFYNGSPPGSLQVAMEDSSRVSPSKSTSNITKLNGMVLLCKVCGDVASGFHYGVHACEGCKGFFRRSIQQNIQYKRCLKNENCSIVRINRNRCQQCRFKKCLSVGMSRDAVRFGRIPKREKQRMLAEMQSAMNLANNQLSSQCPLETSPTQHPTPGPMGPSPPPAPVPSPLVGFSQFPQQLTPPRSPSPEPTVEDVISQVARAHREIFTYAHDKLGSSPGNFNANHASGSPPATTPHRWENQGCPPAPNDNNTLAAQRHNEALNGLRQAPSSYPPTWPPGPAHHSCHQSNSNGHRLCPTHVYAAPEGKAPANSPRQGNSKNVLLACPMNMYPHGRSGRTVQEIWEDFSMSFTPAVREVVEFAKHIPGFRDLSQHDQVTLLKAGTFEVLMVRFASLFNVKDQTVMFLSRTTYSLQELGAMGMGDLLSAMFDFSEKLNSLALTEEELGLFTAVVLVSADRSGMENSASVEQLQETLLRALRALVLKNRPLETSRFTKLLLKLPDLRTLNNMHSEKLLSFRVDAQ
UHRF1 binding: UHRF1 methylated DNA binding inhibitors, primary screen, counter-screen for MBD2 inhibitor project, biochemical, TR-FRET, human UHRF1, single concentration; UHRF1 binding to methylated oligo; inhibition, % at 4.4 µM; 0.75% of 370,000 active; E3 ubiquitin-protein ligase UHRF1 (Homo sapiens), Q96T88; in the data active means inhibition above about 21%;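 further: UHRF1 SRA domain binding a hemimethylated CpG hairpin DNA probe; 0% = median of test compound wells and 100% = reference inhibitor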
PLC-beta3 inh: human PLC-beta3 inhibitors, primary screen, biochemical, fluorescence; AID 720704, 2013; Purified PLC-beta3, fluorogenic substrate; inhibition, % at 12.2 µM; 0.18% of 370,000 active; 1-phosphatidylinositol 4,5-bisphosphate phosphodiesterase beta-3 (Homo sapiens), Q01970; in the data active means inhibition above about 11%;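 further: 0% = median of compound wells on plate and 100% = full blocker control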
KLK7 zymogen act: proKLK7 zymogen activators, primary screen, biochemical, fluorescence intensity | Kallikrein-7 (Homo sapiens), P49862 | purified proKLK7, EDANS-DABCYL substrate fluorescence; 100% is mature enzyme control, 0% vehicle | activation, % at 7 µM | 0.9% of 370,000 active;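 active means activation above the mean of all tested compounds plus 3 SD, computed per campaign excluding outliers beyond control limits, cut at about 13% in these data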
Target sequence (P49862 whole entry, looked up): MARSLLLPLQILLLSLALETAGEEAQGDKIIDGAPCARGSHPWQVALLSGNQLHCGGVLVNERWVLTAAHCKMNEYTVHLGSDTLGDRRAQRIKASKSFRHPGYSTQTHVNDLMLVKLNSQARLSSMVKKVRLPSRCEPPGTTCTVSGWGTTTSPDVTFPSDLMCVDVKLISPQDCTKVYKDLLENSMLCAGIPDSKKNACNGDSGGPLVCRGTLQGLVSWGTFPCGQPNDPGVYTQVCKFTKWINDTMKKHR
An asterisk follows results filed as active; . = no result given.

1) Cc1ccc(C(=O)NC2CCCCN(Cc3ccc(Cl)cc3)C2=O)c(C)c1 (stereo not given)
2) COc1ccc(F)c(-c2nc(CN3CCC(c4ccccc4)CC3)c(C)o2)c1
3) CCOC(=O)N1CCN(C(=O)c2ccc(OC)c(S(=O)(=O)N3CCOCC3)c2)CC1
4) CCOC(=O)c1c(NC(=O)Nc2ccc(Cl)cc2)sc(C)c1C
5) CC1(c2cccc(Br)c2)NC(=O)N(CC(=O)NCCC2=CCCCC2)C1=O (stereo not given)
6) CCN(CC)S(=O)(=O)c1cccc(-c2nnc(SCc3nc4ccccc4s3)o2)c1
7) O=C(Cc1ccccc1)NC1CCS(=O)(=O)C1 (stereo not given)
8) O=C(CC(NC(=O)c1ccccc1)c1ccccc1)Nc1cccc2ccccc12 (stereo not given)
Assay by compound,1,2,3,4,5,6,7,8
UHRF1 binding,-2,0,-2,2,1,3,8,0
ASAP1 GAP inh,.,-7,-5,6,9,3,-2,-7
DDE Tn6 FP inh,1,0,12,2,2,-9,1,-3
ARFGAP1 inh,.,1,-10,-1,-5,9,-2,4
PLCg1 inh,1,-2,-4,6,-3,0,-4,3
NR1D1 modulator,1,-1,0,13,10,-2,-2,2
DDE Tn7 FP inh,2,5,2,-11,2,-5,0,10
PLC-beta3 inh,-4,-4,2,5,-3,-4,3,0
HGIII-sPLA2 inh,0,-7,0,-2,1,-22,9,8
KLK7 zymogen act,0.2,0.0,0.1,0.0,0.7,-0.4,-0.4,0.0

9) COc1cc(N)c(Cl)cc1C(=O)OCC(=O)N(C)C1CCCCC1
10) CC(=O)c1cnc2c(-c3cccc(Br)c3)cnn2c1C
11) O=C(Nc1ccc(Cl)c(Cl)c1)Nc1nnc(CSc2ccccc2)s1
12) Cc1ccc(Cn2cc(CN3CC=CS3(=O)=O)nn2)cc1
13) C=CCn1c(CC(=O)OC)csc1=Nc1ccc(C(C)=O)cc1
14) Cc1oc(-c2cccc(F)c2)nc1CN1CCCCC1CCn1cccn1 (stereo not given)
15) CC(C)CCn1c(N2CCc3ccccc3C2)nc2c1c(=O)[nH]c(=O)n2C
16) COc1cc(/C=C2/SC(=S)N(c3c(C)n(C)n(-c4ccccc4)c3=O)C2=O)ccc1O
Assay by compound,9,10,11,12,13,14,15,16
UHRF1 binding,0,0,-2,5,-3,2,-1,-12
ASAP1 GAP inh,3,-13,6,.,12,4,0,-7
DDE Tn6 FP inh,5,10,-5,-1,7,6,-4,-2
ARFGAP1 inh,-4,2,-8,.,18,5,-1,4
PLCg1 inh,-2,-4,2,-1,-33,-2,1,-15
NR1D1 modulator,4,30*,-8,3,8,-5,-3,-6
DDE Tn7 FP inh,0,2,-3,0,-3,-2,8,-11
PLC-beta3 inh,-5,-3,8,2,-32,1,1,-21
HGIII-sPLA2 inh,-7,-11,-6,3,-4,0,4,-3
KLK7 zymogen act,0.4,0.7,-0.1,0.4,-0.9,0.5,0.5,0.3

17) Cc1ccccc1CC(=O)Nc1ccon1
18) CC1Cc2cc(S(=O)(=O)N3CCN(c4ccc(Cl)cc4)CC3)ccc2N1C(=O)C1CC1 (stereo not given)
19) Cc1ccc(S(=O)(=O)NCCC(=O)NC2CCC(C)CC2)cc1 (stereo not given)
20) CCn1nccc1C(=O)Nc1ccccc1OC
21) CC(C)CN=CC1=C(O)c2ccccc2C1=O
22) Cc1ccc(CCN2C(=O)c3ccccc3C2C(=O)NCc2cccnc2)cc1 (stereo not given)
23) O=C1c2sc3nc4n(c(=O)c3c2CCC1Br)CCCCC4 (stereo not given)
24) Oc1ccc(C[C@H]2CNC(=S)N2CC2CCCN2C[C@H](Cc2ccc(O)cc2)N2C[C@H](Cc3ccccc3)N(CC3CCCCC3)C2=S)cc1 (stereo not given in full)
Assay by compound,17,18,19,20,21,22,23,24
UHRF1 binding,1,-2,2,5,0,3,1,-2
ASAP1 GAP inh,6,2,-12,-11,4,-4,-11,-4
DDE Tn6 FP inh,-8,1,-3,6,3,-5,12,0
ARFGAP1 inh,4,7,11,11,1,4,9,8
PLCg1 inh,2,-2,1,0,-63,-1,-1,2
NR1D1 modulator,0,-6,-5,-1,-3,4,-4,-3
DDE Tn7 FP inh,3,0,4,-9,-2,5,-2,-9
PLC-beta3 inh,-8,-8,-2,-3,-76,-7,-2,4
HGIII-sPLA2 inh,7,1,8,3,9,6,-2,-14
KLK7 zymogen act,0.5,0.6,-0.4,-0.2,1.4,-0.1,1.1,0.0

An excerpt from above in order of their number in DDE Tn6 FP inh, ascending.
# | compound | ASAP1 GAP inh | DDE Tn6 FP inh | ARFGAP1 inh | PLCg1 inh | NR1D1 modulator | DDE Tn7 FP inh | PLC-beta3 inh | HGIII-sPLA2 inh | KLK7 zymogen act
17 | Cc1ccccc1CC(=O)Nc1ccon1 | 6 | -8 | 4 | 2 | 0 | 3 | -8 | 7 | 0.5
18 | CC1Cc2cc(S(=O)(=O)N3CCN(c4ccc(Cl)cc4)CC3)ccc2N1C(=O)C1CC1 (stereo not given) | 2 | 1 | 7 | -2 | -6 | 0 | -8 | 1 | 0.6
23 | O=C1c2sc3nc4n(c(=O)c3c2CCC1Br)CCCCC4 (stereo not given) | -11 | 12 | 9 | -1 | -4 | -2 | -2 | -2 | 1.1

Other records follow:
25) Cc1ccc(S(=O)(=O)N[C@@H](C)C(=O)N2CCC(C(=O)N[C@@H](Cc3ccccc3)C(=O)O)CC2)cc1
26) COCCn1c(SCC(=O)NC2CCCCC2C)nnc1-c1ccncc1 (stereo not given)
27) COCc1cccc(-c2csc(C(C)(O)c3cccc(F)c3)n2)c1 (stereo not given)
28) Cc1cc(C)n2nc(SCC(=O)Nc3ccc(F)cc3)nc2n1
29) CC(OC(=O)CCCNC(=O)c1ccc(Cl)cc1)C(=O)N(C)Cc1ccccc1 (stereo not given)
30) Nn1c(SCC(=O)Nc2cccc3ccccc23)nnc1-c1cc(-c2ccc(Cl)cc2)n[nH]1
31) Cc1nnc(NC(=O)Cn2nc(C)c3ccccc3c2=O)s1
32) Cc1ccc(CN2C3CCCC2CC(NC(=O)c2ccc(C)cc2)C3)cc1 (stereo not given)
Assay by compound,25,26,27,28,29,30,31,32
UHRF1 binding,0,1,-2,0,2,-1,0,2
ASAP1 GAP inh,6,0,7,0,-6,.,12,-1
DDE Tn6 FP inh,6,1,2,-5,3,6,-3,3
ARFGAP1 inh,0,5,-2,2,3,.,5,9
PLCg1 inh,4,0,2,1,-3,2,0,1
NR1D1 modulator,-4,1,3,4,-1,6,-2,-1
DDE Tn7 FP inh,-5,0,0,-2,7,2,3,-2
PLC-beta3 inh,-4,-8,4,-1,-10,2,0,-2
HGIII-sPLA2 inh,-4,-3,-21,-1,1,-3,3,6
KLK7 zymogen act,0.0,-0.5,0.4,0.3,-0.4,0.1,-0.1,-0.3

In the list so far, these have a thiophene ring, fused or not.
4) CCOC(=O)c1c(NC(=O)Nc2ccc(Cl)cc2)sc(C)c1C
23) O=C1c2sc3nc4n(c(=O)c3c2CCC1Br)CCCCC4 (stereo not given)
Assay by compound,4,23
UHRF1 binding,2,1
ASAP1 GAP inh,6,-11
DDE Tn6 FP inh,2,12
ARFGAP1 inh,-1,9
PLCg1 inh,6,-1
NR1D1 modulator,13,-4
DDE Tn7 FP inh,-11,-2
PLC-beta3 inh,5,-2
HGIII-sPLA2 inh,-2,-2
KLK7 zymogen act,0.0,1.1

Carrying on.
33) COc1ccccc1-c1nc(SCC(=O)O)n[nH]1
34) COC(=O)c1cc(S(=O)(=O)NCC2CCN(Cc3ccc(C)cc3)CC2)cn1C
35) CCOC(=O)C1(Cc2cccc(Cl)c2)CCCN(C(=O)c2ccoc2C)C1 (stereo not given)
36) COc1ccccc1CNC(=O)COC(=O)c1ccc(C)c(S(=O)(=O)N2CCOCC2)c1
37) CN1CC[C@@H]2C(=O)N3CCc4ccc(Br)cc4[C@@H]3C[C@@H]21
38) CN(Cc1cccc(F)c1)C(=O)C(c1ccccc1)c1ccccc1
39) COCCn1ccc(O)c(Cc2ccccc2)c1=O
40) COc1ccc(Cn2nnc3c(=O)[nH]c(C4CCN(S(=O)(=O)c5ccc(C)cc5)CC4)nc32)cc1
41) COc1ccccc1CNC(=O)/C(C#N)=C/c1ccc(OC)c(OC)c1OC
Assay by compound,33,34,35,36,37,38,39,40,41
UHRF1 binding,1,1,3,2,-8,0,1,-1,-2
ASAP1 GAP inh,2,-11,-8,-6,1,-5,-2,8,-9
DDE Tn6 FP inh,3,0,-1,-3,-2,4,-9,-2,10
ARFGAP1 inh,6,4,9,-2,10,-4,-2,10,-6
PLCg1 inh,-4,-3,0,-1,-51,-3,-1,2,0
NR1D1 modulator,1,5,-1,4,6,-3,4,-6,-4
DDE Tn7 FP inh,0,6,-6,-3,-6,2,-2,-6,4
PLC-beta3 inh,-1,-8,-7,-3,-67,-6,2,2,0
HGIII-sPLA2 inh,-2,-8,4,7,2,-7,3,-47,-6
KLK7 zymogen act,0.0,1.4,0.0,0.0,-2.5,0.9,0.6,-0.2,-0.3

Source: PubChem BioAssay
